uPA generation – cell surface uPA generation inhibition. cell surface uPA generation assay, qHTS. Potency, µM (top dose mostly 38.3 µM), without a hit: at the highest dose activity change, negative = inhibition, usual class: inhibitors. hit rate 0.31% among 330,000; active means well fitted inhibition curve with a large enough effect; inconclusive means small, poorly fitted or top-dose-only effect; inactive means no such curve, though single readings can be large or run the other way; tested in mouse RAW 264.7 cells; further: potency means the concentration at half of the fitted maximal effect; on the % scale 0 is the no-effect control and ±100 the full control effect; nearly all actives have a fitted effect of over 55% in size
KCNH2 3.1 inh – inhibitors of human KCNH2 3.1 potassium channel isoform; activity change, % (tested at about 1.8 µM); U2OS KCNH2 3.1, thallium flux FluxOr; active compounds read low; hit rate 0.95% among 340,000;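 active means maximum activity change below -70%; inconclusive means maximum activity change from -70% to -50%; inactive means maximum activity change above -50%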;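 further: thallium influx rate constant from kinetic fluorescence after stimulation buffer; on the % scale 0 is the no-effect control and ±100 the full control effect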
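Thallium flux via FluxOr fluorescence (Red40 quencher, 45 min loading) in U2OS cells virally expressing the KCNH2 3.1 isoform (1.77 x 10^8 /mL virus, overnight at 37 C). Rate constants from 2-min kinetic reads post-stimulation, normalised to positive and negative controls.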
Giardia killer – kills Giardia lamblia; Giardia lamblia trophozoite viability; activity change, % at 7.66 µM, hits read low; hit rate 0.15% among 340,000; in the data active means activity change below about -80%; inconclusive means between about -30% and that limit;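 further: parasites exposed to compound for two days anaerobically before the ATP read; on the % scale 0 is the no-effect control and ±100 the full control effect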
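Giardia lamblia trophozoites (100 cells/well) were incubated with compounds for 48 h at 37 deg C under anaerobic conditions. Viability was read as ATP content by one-step luminescence after 15-30 min at room temperature.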
Tb PFK inh – inhibitors of T. brucei phosphofructokinase; O15648; T. brucei PFK, ADP-Glo luminescence; Potency, µM (top dose mostly 57.5 µM), for inactives: at the top dose activity, negative = inhibition, most hits filed as inhibitors; hit rate 0.17% among 330,000; AID 485367;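 further: potency means the concentration at half of the fitted maximal effect; 0% = uninhibited 1x PFK enzyme wells and -100% = no-enzyme wells; nearly all actives have a fitted effect of over 60% in size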
Target sequence (O15648 whole entry, looked up): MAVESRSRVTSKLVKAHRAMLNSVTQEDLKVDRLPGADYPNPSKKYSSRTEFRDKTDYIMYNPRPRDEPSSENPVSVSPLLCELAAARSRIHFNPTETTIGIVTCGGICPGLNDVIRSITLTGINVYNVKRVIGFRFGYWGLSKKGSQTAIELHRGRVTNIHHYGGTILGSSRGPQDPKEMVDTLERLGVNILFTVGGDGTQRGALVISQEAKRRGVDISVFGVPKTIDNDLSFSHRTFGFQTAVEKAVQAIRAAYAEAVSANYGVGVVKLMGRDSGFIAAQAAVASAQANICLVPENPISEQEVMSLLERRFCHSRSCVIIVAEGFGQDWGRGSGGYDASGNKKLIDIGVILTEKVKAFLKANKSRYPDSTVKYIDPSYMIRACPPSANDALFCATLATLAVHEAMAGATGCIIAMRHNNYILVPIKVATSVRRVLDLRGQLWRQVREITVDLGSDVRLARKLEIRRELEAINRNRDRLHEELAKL
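Luminescent ADP detection (ADP-Glo, two-step: ATP depletion then ADP-to-ATP conversion for luciferase) reported PFK activity after 45 min room-temperature reaction of 1.25 nM enzyme with 0.5 mM F6P and 0.1 mM ATP at pH 8.0.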
FLuc counter – firefly luciferase modulation, counter-screen for miR-21 project; Potency, µM (highest dose often 57.5 µM), without a hit: top-dose activity change, negative = inhibition, actives largely listed as inhibitors; purified FLuc, Km substrates, luminescence inhibition; P08659; hit rate 6.9% among 360,000;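 further: potency means the concentration at half of the fitted maximal effect; plate controls were vehicle for no effect and reference inhibitor for full effect; nearly all actives have a fitted effect of over 55% in size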
Target sequence (P08659 whole entry, looked up): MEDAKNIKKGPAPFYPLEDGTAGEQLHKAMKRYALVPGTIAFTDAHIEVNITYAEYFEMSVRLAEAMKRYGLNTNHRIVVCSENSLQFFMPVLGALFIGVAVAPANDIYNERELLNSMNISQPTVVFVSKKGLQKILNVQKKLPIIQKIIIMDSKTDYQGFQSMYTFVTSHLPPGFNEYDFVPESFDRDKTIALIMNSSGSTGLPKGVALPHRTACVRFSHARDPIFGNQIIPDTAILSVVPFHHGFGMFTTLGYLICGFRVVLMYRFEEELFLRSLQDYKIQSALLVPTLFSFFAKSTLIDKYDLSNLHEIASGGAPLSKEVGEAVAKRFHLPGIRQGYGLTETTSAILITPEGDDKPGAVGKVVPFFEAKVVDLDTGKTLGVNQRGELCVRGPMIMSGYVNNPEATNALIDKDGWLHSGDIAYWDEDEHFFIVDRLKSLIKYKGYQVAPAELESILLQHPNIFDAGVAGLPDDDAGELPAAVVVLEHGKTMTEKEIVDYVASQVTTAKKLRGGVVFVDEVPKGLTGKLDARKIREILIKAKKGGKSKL
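Purified P. pyralis luciferase, 10 nM final, with Km-level 10 uM D-luciferin and 10 uM ATP in 50 mM Tris acetate pH 7.5, 10 mM Mg acetate, 0.01% Tween-20, 0.05% BSA; 6-point qHTS titration about 60 µM downward; luminescence read.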
ELG1 genotox – induces genotoxicity in HEK293T cells with luciferase-tagged ELG1; HEK293T ELG1-luciferase reporter, luminescence, 16 h; hit rate 1.3% among 330,000; Potency, µM (highest dose often 46 µM), for the others: top-dose activity change, positive = activation, actives largely listed as activators; further: potency means the concentration at half of the fitted maximal effect; % of control where 0% means no effect; nearly all actives have a fitted effect of over 60% in size
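Step 1: seed 2,000 HEK293T ELG1-luciferase cells per well. Step 2: add compound or DMSO, incubate 16 hr at 37 °C. Step 3: ONE-Glo, 30 min at room temperature, read luminescence.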
RORgamma inh – ROR gamma (mouse) transcription inhibition; hit rate 5.4% among 310,000; Drosophila S2 Gal4-RORgamma UAS-luciferase reporter, 20 h; Potency, µM (doses to about 53.6 µM), inactives show top-dose activity change, negative = inhibition, hits mostly inhibitors; P51450; further: potency means the concentration at half of the fitted maximal effect; on the % scale 0 is the no-effect control and ±100 the full control effect; nearly all actives have a fitted effect of over 60% in size
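Compounds are pin-transferred onto Drosophila Schneider cells expressing a copper-inducible Gal4–ROR gamma transactivation domain fusion. After 1 hr, copper sulfate is added to 700 uM final; luciferase is read 20 hr later.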
VP16 counter – inhibits Gal4-VP16 luciferase reporter, ROR gamma counter-screen. Potency, µM (highest dose often 53.6 µM), for inactives: at the highest dose activity, negative = inhibition, usual class: inhibitors. Drosophila S2 Gal4-VP16 UAS-luciferase, luminescence, 20 h. hit rate 3.5% among 310,000;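 further: Gal4-VP16 expression switched on by copper sulfate through the metallothionein promoter; potency means the concentration at half of the fitted maximal effect; on the % scale 0 is the no-effect control and ±100 the full control effect; nearly all actives have a fitted effect of over 50% in size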
NPC1 promoter act – activators of NPC1 promoter; Huh7 NPC1 promoter luciferase reporter, 24 h; Potency, µM (series often up to 9.22 µM), inactives show top-dose activation, hits mostly activators; AID 485313; hit rate 2.4% among 320,000;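 further: potency means the concentration at half of the fitted maximal effect; % of control where 0% means no effect; nearly all actives have a fitted effect of over 60% in size; reporter is driven by a mutant NPC1 promoter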
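Readout is luciferase luminescence, reflecting NPC1 promoter activation in stably transfected Huh7 cells after 24 h compound exposure at 37 °C in reduced-serum medium with 10% FBS.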
Rab9 prom act – activators of Rab9 promoter. Huh7 Rab9 promoter-luciferase reporter, luminescence, 24 h. Potency, µM (series often up to 9.22 µM), for inactives: at the top dose activation, negative = inhibition, hits mostly activators. hit rate 2.8% among 320,000. AID 485297; further: potency means the concentration at half of the fitted maximal effect; % of control where 0% means no effect; nearly all actives have a fitted effect of over 60% in size
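Huh7 reporter line, Rab9 promoter upstream of luciferase. Compound exposure 24 h at 37 °C in reduced-serum medium with 10% FBS. Read-out: luminescence.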
FBPA coupling cs – inhibits coupling enzyme system, counter-screen for aldolase hits. hit rate 0.67% among 290,000. coupling enzyme system counterscreen, AmpLite Red fluorescence. activity change, negative = inhibition, % at 58.2 µM, hits read low; in the data active means activity change below about -30%; further: on the % scale 0 is the no-effect control and ±100 the full control effect
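Counterscreen lacking aldolase: glyceraldehyde-3-phosphate coupling-enzyme reagent preincubated 10 min at RT with compound (at 57.5 uM final), then substrate/coupling system with AmpLite Red added; fluorescence read at 525/598 nm after 20 min RT.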
* marks the source's active call; other numbers are inactive results; ? = inconclusive; nt = no result given; & = joins results of further samples; [ ] = another dose, or the depositor's remark. Unless noted, the call rests on the fitted dose curve; in most records, active means well fitted curve in the direction sought with a large enough effect; inconclusive means small, poorly fitted or top-dose-only effect, or another doubt; inactive means no such curve, though single readings can be large; an effect the other way counts as inactive or inconclusive.

SMILES | uPA generation | KCNH2 3.1 inh | Giardia killer | Tb PFK inh | FLuc counter | ELG1 genotox | RORgamma inh | VP16 counter | NPC1 promoter act | Rab9 prom act | FBPA coupling cs
NS(=O)(=O)c1ccc(CCNC(=O)CSc2cccs2)cc1 | 0.9% | 0.5 | 0.8 | 1.0% | -16.4% | -4.4% | -1.4% | 4.0% | -2.2% | -3.3% | 5.4
CC1Cc2ccccc2N1C(=S)NC(=O)c1ccco1 (stereo not given) | -2.2% | 28.8 | -4.3 | -1.2% | ? | -7.2% | 4.47µM* | 3.98µM* | -6.1% | 3.0% | -6.7
CN(C)S(=O)(=O)c1cccc(NC(=O)Cn2cnc3ccccc3c2=O)c1 | nt | 14.1 | -5.8 | 1.9% | -0.8% | -0.9% | -14.9% | -8.3% | -5.1% | 4.8% | -2.7
CCN=C1S/C(=C\c2cc(Cl)c(OC)c(OC)c2)C(=O)N1CC | 0.2% | -14.2 | -10.0 | 0.2% | 0.7% | -3.9% | -14.7% | 3.1% | -1.0% | -7.5% | -0.6
COc1cccc(C2/C(=C(/O)c3cnn(-c4ccccc4)c3C)C(=O)C(=O)N2CCN(C)C)c1 (stereo not given) | 10.2% | 6.3 | -14.4 | 2.6% | -0.9% | 0.2% | ? | -7.2% | -1.8% | -1.4% | -0.8
Cc1ccc(C(OCC(O)CNC(C)c2ccccc2)c2ccccc2)cc1 (stereo not given) | -0.6% | -38.1 | -4.0 | -1.8% | 1.0% | 1.0% | -28.4% | 5.3% | -5.9% | -1.1% | -6.0
O=[N+]([O-])c1ccc(N/N=C2\CC3CC=CC23)cc1 (stereo not given) | ? | -8.0 | 1.4 | 1.4% | ? | 14.5% | ? | 2.3% | 29.9% | -21.5% | 3.7
COc1ccc2c(C)cc(SCC(=O)c3ccc4c(c3)OCO4)nc2c1 | nt | 13.2 | 3.4 | 5.3% | ? | -7.0% | 1.3% | -5.3% | -1.0% | 6.8% | 2.7
O=C(Nn1cnnc1)c1ccc(F)cc1 | -1.9% | 10.2 | 18.7 | 7.6% | -1.3% | -4.0% | 22.7% | 0.0% | 3.1% | -3.9% | 5.0
CCNC(=O)NCc1c(C)c(C)n(Cc2ccccc2)c1-n1cccc1 | -3.7% | -10.0 | 4.4 | 0.2% | -6.2% | -13.4% | 37.3% | 10.6% | -2.9% | 2.4% | 0.2
CC(C)C(=O)Nc1c2c(nn1-c1ccc(F)cc1)CS(=O)(=O)C2 | 5.9% | -108.9* | -11.1 | -2.0% | -0.8% | -3.9% | 12.2% | -13.0% | -0.2% | -1.1% | 1.7
Cc1cc(C)cc(CC2CC(=O)N(c3cc(C)ccc3C)C2=O)c1 (stereo not given) | 2.6% | 2.6 | -8.5 | -1.4% | -2.7% | -4.3% | -16.5% | -5.6% | -1.0% | -4.7% | 5.4
COc1ccc2[nH]cc(CCNC(=S)NC3CCCC3)c2c1 | 0.6% | 10.9 | -13.4 | 0.3% | -16.4% | -7.2% | 10µM* | ? | -0.8% | -2.0% | -0.7
Cc1cc(C)n(C(=O)CN2C(=O)COc3ccccc32)n1 | -4.2% | -4.3 | -12.0 | -2.2% | -4.5% | 11.2% | -18.2% | 0.0% | 6.8% | 2.8% | -1.4
COc1ccc(CN(C(=O)CSc2nnc(-c3ccccc3F)o2)c2ccc(F)cc2)cc1 | -0.3% | -1.5 | -10.7 | -2.0% | 1.7% | -15.2% | 6.7%[0.365 µM] | nt | -1.5% | -6.8% | 0.2
Oc1ccc(-c2csc(Nc3cccnc3)n2)cc1 | nt | 1.8 | -16.5 | 8.6% | ? | ? | 18.8% | 3.4% | -1.3% | -1.5% | -4.6
Cc1ccc(NC(=O)c2ccc(NC(=O)c3ccccc3)cc2)cc1C | -19.4% | 3.9 | -13.6 | 5.8% | 26.9µM* | ? | 15.2% | 25.7% | ? | ? | nt
N#Cc1c(C(F)(F)F)cc(C2CC2)nc1N1CCCC1 | 4.8% | 5.3 | -8.7 | -3.7% | 1.0% | -3.6% | 25.6% | -5.3% | -5.1% | 3.3% | -33.9*
CN1CCN(c2ccc(NC(=O)c3ccccc3Br)cc2)CC1 | -6.0% | 0.2 | -10.6 | 0.3% | ? | 14.6µM* | -34.7% | -4.4% | ? | ? | 3.6
COc1ccc(CCNC(=O)CSc2n[nH]c(N)n2)cc1 | 7.3% | 10.1 | -12.4 | 0.3% | 1.3% | 1.7% | -14.5% | -3.5% | ? | 1.6% | 0.4
COc1cc(OC)nc(/N=C/NO)n1 | 0.9% | 8.6 | -0.2 | 5.6% | -1.7% | -2.3% | 6.8% | 0.5% | 0.7% | -3.2% | 0.7
COc1cccc(CNc2cnc3ccccc3c2)c1O | 0.0% | -4.2 | -1.6 | -3.1% | 2.39µM* | 11.6µM* | ? | 10µM* | 1.58µM* | 1.78µM* | -2.7
CCOc1ccc(NS(=O)(=O)c2ccc(C(=O)NNC(=O)c3ccccc3O)cc2)cc1 | -3.5% | -8.1 | 25.6 | -0.7% | -0.5% | -1.1% | nt | nt | -6.6% | -8.4% | nt
O=C(CSc1nnnn1-c1ccccc1)NC(=O)NCc1ccco1 | -0.8% | 2.2 | -14.1 | -7.6% | 2.1% | 3.1% | 33.6% | -3.8% | -4.1% | -3.4% | -0.7
CCOC(=O)c1c(NC(=O)CC2SC(N)=NC2=O)sc2c1CCCC2 (stereo not given) | 20.7% | 0.3 | 2.0 | 5.9% | 6.5% | 0.3% | ? | -1.5% | 1.4% | -0.1% | 2.0
CCN(CC(=O)Nc1ccc(NC(C)=O)cc1)C(=O)c1ccc2c(c1)OCO2 | -16.9% | -1.0 | 1.6 | -1.4% | -0.6% | 0.6% | nt | nt | -0.9% | 0.0% | nt
Brc1ccc(-c2nc(-c3cccnc3)no2)o1 | -1.5% | -8.4 | -12.4 | 4.2% | 16.9µM* | ? | -0.5% | 3.0% | 3.98µM* | 2.82µM* | 0.0
COc1ccc(C(=O)N/C(=C\c2ccc3c(c2)OCO3)C(=O)N2CCOCC2)cc1 | -10.4% | 13.7 | 5.3 | 0.8% | -1.0% | -1.5% | 0.0% | 3.5% | -1.1% | -1.8% | 0.0
CC(C)(C)Nc1nc(Cl)nc(NC2CCCCC2)n1 | -6.8% | 3.3 | -13.6 | 2.2% | -1.0% | 13.1% | 29.2% | -11.3% | 22.4% | 7.9% | -2.3
Nc1ccc(Cl)c(NC(=O)c2cccs2)c1 | -2.0% | 1.3 | 2.7 | 4.7% | -11.1% | -3.2% | 26.4% | 20.2% | -0.1% | 5.5% | -12.2
COc1ccc(S(=O)(=O)Nc2ccc(-n3cnnn3)cc2)cc1[N+](=O)[O-] | -4.4% | -8.4 | -18.5 | -5.0% | -0.4% | 1.1% | nt | nt | -1.5% | -5.8% | nt
CC(C)(O)C#Cc1ccc(C(=O)N2CCCC(CCC(=O)NCc3ccccc3F)C2)cc1 (stereo not given) | -6.4% | 25.4 | -7.3 | -2.3% | -10.6% | -1.3% | -4.3% | -9.1% | 1.1% | 1.9% | nt
O=C(CCN1c2ccccc2Sc2ccccc21)OCc1nnc(-c2ccccc2)o1 | -4.0% | -28.2 | -13.0 | 0.8% | 3.6% | 0.2% | 3.0% | 2.0% | 2.4% | 2.5% | -0.1
Cc1sc2ncnc(Nc3ccc(O)cc3)c2c1C | -2.9% | -32.7 | 1.3 | -1.9% | -11.4% | 7.1% | -26.3% | 0.0% | 0.5% | 1.7% | 0.0
COc1ccc(C)cc1S(=O)(=O)N1CCCC(N2CCOCC2)C1 (stereo not given) | -18.5% | -4.0 | 9.7 | -8.4% | -0.4% | -5.0% | 4.9% | -0.9% | 0.5% | 1.5% | 2.6
COc1ccc(C(=O)Nc2cc(S(=O)(=O)N3CCCCC3)ccc2OC)cc1 | 14.4% | 1.5 | -1.9 | -0.6% | 0.4% | -0.7% | nt | nt | -0.4% | 3.0% | nt
O=C(N=NC(=O)c1ccc2c(O)n(C3CCCCC3)c(O)c2c1)c1cccnc1 | nt | 8.1 | -1.3 | -15.3% | 2.4% | -4.6% | ? | -28.4% | 4.0% | 0.4% | nt
O=[N+]([O-])c1ccccc1S(=O)(=O)Nc1cccc2cccnc12 | -11.3% | 1.4 | -3.6&-0.6 | 1.2% | 1.0% | -29.5% | 0.708µM* | 1µM* | -6.4% | -1.5% | -18.8&-24.1
O=C1c2cccnc2-c2ncccc21 | -1.3% | 7.2 | -0.3 | -4.7% | -0.9% | 3.7% | -9.6% | 1.8% | 2.5% | 6.7% | -0.6

High-throughput results deposited in PubChem BioAssay by National Center for Advancing Translational Sciences (NCATS).
